Tn6 DDE FP – disrupts Tn6 cyclic peptide binding to fibrin D-Dimer-E complex; inhibition, % at 8.3 µM; 370,000 compounds, 0.21% hits; Fibrin DD(E) TRITC-Tn6 fluorescence polarization displacement;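 active means inhibition above a per-campaign cutoff: mean of compounds within control limits plus 3 SD, cut at about 15% in these data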;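 further: 0% = median of all compound wells on the plate and 100% = blocking peptide control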
LEDGF integ inh – blocks HIV-1 LEDGF/p75-dependent DNA integration | TR-FRET IN-LEDGF/p75 DNA integration, Eu/Cy5 | inhibition, % at 3.7 µM | 370,000 compounds, 0.64% hits;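 active means inhibition above the screen-wide mean plus 3 SD, cut at about 13% in these data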;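 further: signal is the Cy5 over europium emission ratio at 671 and 618 nm; 0% = plate median of compound wells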
ASAP1 GAP inh – inhibitors of human ASAP1 ArfGAP activity; Q9ULH1; ASAP1-stimulated ARF1 GTP hydrolysis, GDP FP detection; inhibition, % at 16.5 µM; 360,000 compounds, 0.19% hits; in the data active means inhibition above about 25%;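 further: 0% = vehicle with enzyme and substrate and 100% = no enzyme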
ADAM17 inh – ADAM17 inhibition, QFRET primary screen; recombinant ADAM17, EDANS/DABCYL FRET peptide cleavage; inhibition, % at 6.95 µM; 370,000 compounds, 0.83% hits; AID 720648;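 active means inhibition above the mean of compounds lying between control limits plus 3 SD, set per campaign, cut at about 8.5% in these data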;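 further: 0% = DMSO-only wells as the low control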
Tn7 DDE FP – inhibitors of Tn7 peptide binding to human fibrin DD(E); P02675; FP displacement of FITC-Tn7 peptide from fibrin DD(E); 0% = median of compound wells per plate; inhibition, % at 8.3 µM; 370,000 compounds, 0.13% hits;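 active means inhibition above the mean of compounds falling within the control limits plus 3 SD of them, cut at about 14% in these data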;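 further: 0% = plate median of compound wells and 100% = 10 µM Aha-Tn7 peptide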
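system = human fibrin DD(E) protein | quantity = DD(E) 2 µM final | medium = Tris/NaCl/CaCl2 buffer, pH 7.8 | also added = labelled Tn7 tracer, 0.1 µM | compound dosing = single point at 8.3 µM | timing = compound with protein 10 min, then 3 h after probe, room temperature | signal = FP measurement | benchmarks = Aha-Tn7 high control | repeats = one replicate per compound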
KLK7 zymogen act – activators of human kallikrein-7 zymogen | 370,000 compounds, 0.9% hits | P49862 | purified proKLK7, EDANS-DABCYL substrate fluorescence; 100% is mature enzyme control, 0% vehicle | activation, % at 7 µM;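 active means activation above the mean of all tested compounds plus 3 SD, computed per campaign excluding outliers beyond control limits, cut at about 13% in these data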
TDP2 absorb – TDP2 (human) inhibition, absorbance primary screen; O95551; recombinant TDP2, T5PNP hydrolysis, p-nitrophenol absorbance 415 nm; inhibition, % at 12.8 µM; 370,000 compounds, 0.34% hits;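 active means inhibition above the mean of all tested compounds plus 3 SD, set per campaign, cut at about 25% in these data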;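 further: 0% = DMSO with enzyme and 100% = buffer with substrate but no TDP2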
Target sequence (O95551 whole entry, looked up): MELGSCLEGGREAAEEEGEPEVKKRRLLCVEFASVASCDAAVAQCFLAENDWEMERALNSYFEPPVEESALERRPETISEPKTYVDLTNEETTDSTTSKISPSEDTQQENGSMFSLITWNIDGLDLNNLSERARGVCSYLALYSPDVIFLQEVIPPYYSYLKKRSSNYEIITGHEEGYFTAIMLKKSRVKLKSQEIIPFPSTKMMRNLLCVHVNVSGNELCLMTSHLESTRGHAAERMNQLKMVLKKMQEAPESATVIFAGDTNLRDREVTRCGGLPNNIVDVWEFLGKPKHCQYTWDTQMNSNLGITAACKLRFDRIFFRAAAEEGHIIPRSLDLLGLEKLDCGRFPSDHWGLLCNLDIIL
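test system = human TDP2 enzyme | input = TDP2 enzyme at 120 nM final | medium = 50 mM Tris-HCl pH 7.5 with Mg2+, KCl, DTT, BSA | also added = T5PNP substrate, 5 mM | times = 2 h at 37 °C | technique = epi absorbance | benchmarks = high control without enzyme, low control DMSO plus TDP2 | replication = each compound tested once, singlicate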
ARFGAP1 inhibitor – inhibits rat ARF GTPase activating protein 1; Q62848; inhibition, % at 16.5 µM; 360,000 compounds, 0.26% hits; Arfgap1-stimulated ARF1 GTP hydrolysis, GDP FP detection; AID 651572;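 active means inhibition above a per-plate limit, mean inhibition of low control wells plus 3 SD, cut at about 25% in these data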;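 further: 0% = DMSO wells with enzyme and 100% = wells lacking Arfgap1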
Target sequence (Q62848 1-136 limits assumed): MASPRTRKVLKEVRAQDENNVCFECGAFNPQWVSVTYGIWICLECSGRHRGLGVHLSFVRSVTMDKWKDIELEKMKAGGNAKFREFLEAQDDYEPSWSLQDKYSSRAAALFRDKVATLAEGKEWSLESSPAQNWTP
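Material: truncated rat Arfgap1 GAP domain; Incubation: compound-enzyme preincubation 20 min, reaction 120 min, detection 60 min, 25 °C; Read-out: percent inhibition of Arfgap1-stimulated GTP hydrolysis; Technique: FP, GDP Alexa 633 tracer displaced from anti-GDP antibody, 620/688 nm; Controls: No-Arfgap1 wells (100%) versus DMSO full-reaction wells (0%); Replication: single well per compound.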
ADAM10 inh – inhibits human ADAM10 | O14672 | inhibition, % at 7 µM | 370,000 compounds, 0.62% hits | recombinant ADAM10, EDANS/DABCYL FRET peptide cleavage, 3 h | AID 720582;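 active means inhibition above a per-campaign cutoff equal to the mean of compounds falling between control-based bounds plus 3 SD, cut at about 20% in these data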;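 further: 0% = DMSO wells while the 100% control is not disclosed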
Target sequence (O14672 214-748 limits assumed): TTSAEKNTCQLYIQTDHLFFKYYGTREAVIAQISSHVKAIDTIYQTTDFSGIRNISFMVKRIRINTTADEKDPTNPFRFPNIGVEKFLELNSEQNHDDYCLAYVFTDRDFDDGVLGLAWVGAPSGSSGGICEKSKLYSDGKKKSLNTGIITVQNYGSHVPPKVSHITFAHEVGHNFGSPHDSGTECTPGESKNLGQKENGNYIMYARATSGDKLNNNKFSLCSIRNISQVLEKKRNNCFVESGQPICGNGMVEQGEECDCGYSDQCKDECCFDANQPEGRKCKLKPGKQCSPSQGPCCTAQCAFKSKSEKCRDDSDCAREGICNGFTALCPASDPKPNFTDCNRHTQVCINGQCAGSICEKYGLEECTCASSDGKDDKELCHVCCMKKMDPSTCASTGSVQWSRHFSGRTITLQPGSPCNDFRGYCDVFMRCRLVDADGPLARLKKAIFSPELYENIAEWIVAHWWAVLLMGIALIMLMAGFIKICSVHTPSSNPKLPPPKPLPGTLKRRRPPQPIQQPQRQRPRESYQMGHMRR
PLC-gamma1 inh – PLC-gamma1 (human) inhibition, primary screen; P19174; purified PLC-gamma1, fluorogenic substrate, fluorescence; inhibition, % at 12.2 µM; 370,000 compounds, 0.84% hits; in the data active means inhibition above about 9.5%
Active calls of the source: *. No enrichment for hits (roughly 4.2% active in at least one column).

SMILES	Tn6 DDE FP	LEDGF integ inh	ASAP1 GAP inh	ADAM17 inh	Tn7 DDE FP	KLK7 zymogen act	TDP2 absorb	ARFGAP1 inhibitor	ADAM10 inh	PLC-gamma1 inh
C=C(C)C(=O)Nc1cccc(C2=NOC3(C2)C[C@H](C(N)=O)N(C(=O)COc2ccc(Cl)cc2)C3)c1 (some centres not stated)	-1.6	16.2*	-15.6	-5.3	-1.9	0.1	-0.6	-3.3	-5.0	0.0
Cc1cc(=O)n(Nc2ccccc2)c(O)c1C#N	-11.6	6.6	-9.2	-13.1	1.8	0.6	-2.9	-3.2	-19.5	-12.3
CCOC(=O)c1sc(NC(=O)CSc2nnc(-c3ccco3)n2CC)c(C(=O)OCC)c1C	-8.5	-4.1	3.8	-1.1	-2.0	0.5	9.8	-5.5	0.6	-2.1
Cc1cccc(NC(=S)N(Cc2ccc(Cl)cc2)Cc2ccc(C(=O)O)cc2)c1	3.5	1.5	10.1	-1.0	3.8	0.0	0.7	3.2	-3.5	-2.0
CN(C)c1ccc(C(=S)N2CCN(C(=S)Nc3cccc4ccccc34)CC2)cc1	2.9	-1.4	-4.2	-10.1	1.7	-1.1	4.3	-7.2	-14.2	-4.5
Cc1cc(C(=O)OCC(=O)c2ccccc2)c2ccccc2n1	-8.7	-0.6	-3.3	-1.8	2.8	-1.6	15.4	11.0	-1.6	-4.5
Nc1ccc(Br)c[n+]1Cc1cccc2cccnc12	-0.2	-1.3	-10.6	0.1	-8.4	-0.2	-1.9	15.4	-5.5	4.5
Cc1ccc(C(=O)OCC(=O)Nc2cccc(Cl)c2C)c(O)c1	0.6	5.2	10.8	-1.5	-3.4	0.5	5.7	1.1	-0.7	0.8
O=C1N/C(=C\c2ccsc2)C(=O)N1Cc1ccc(F)cc1	5.7	-2.4	-1.2	0.7	2.5	0.2	6.1	1.3	-4.5	2.5
O=C(CCc1nnc2n(Cc3ccc(Cl)cc3)c(=O)c3ccccc3n12)NCCCN1CCOCC1	5.2	-3.2	-4.0	-1.9	1.7	0.1	-7.5	-1.1	3.1	5.3
CCCS(=O)(=O)N1CCCC(C(=O)NCCc2ccc(Cl)cc2)C1 (configuration not stated)	-0.9	-2.8	-2.3	-3.1	3.1	-0.2	3.4	9.9	13.9	-0.5
CC(Oc1cc2oc(=O)c3c(c2cc1Cl)CCC3)C(=O)NCc1cccnc1 (configuration not stated)	4.7	-0.3	2.6	-139.2	-3.5	1.0	23.4	-11.7	-408.9	-38.9
Nc1ccc2ncccc2c1N	-1.2	-1.0	14.8	2.2	2.2	0.4	-5.2	6.1	-4.5	-36.6
O=C(NCCC1CCCCN1S(=O)(=O)c1ccccc1)C(=O)Nc1ccccc1 (configuration not stated)	1.3	0.1	-4.6	-0.2	-5.3	0.3	-18.6	9.9	8.0	2.7
CCC(=O)c1cn(CC(=O)OC)c2ccccc12	7.5	2.5	-2.3	-2.1	1.0	0.0	-2.3	-3.6	-0.8	-0.2
COc1ccc(S(=O)(=O)NCc2cccs2)cc1	-4.2	-0.2	15.2	0.1	-3.0	-0.1	-0.1	1.8	6.6	3.7
CC(C)N(C(=O)[C@H]1C[C@H](CC(=O)NCc2ccco2)C(=O)N2CCc3c([nH]c4cc(-c5ccco5)ccc34)[C@]12C)C(C)C	5.5	0.5	16.8	-75.4	-5.7	34.6*	-8.4	1.7	-223.3	-280.9
Cc1cc(C)n(C(=O)c2c([N+](=O)[O-])c(C)nn2C)n1	-1.4	-3.0	2.9	-3.2	2.7	-0.6	5.3	6.5	-10.0	-0.5
O=C(CNC(=O)c1ccco1)OCc1ccccc1F	8.0	2.3	-1.8	-6.4	2.0	0.1	-3.6	2.5	-5.2	3.8
COc1ccc(N2CCN(Cc3cc4c(cc3O)CCC4)CC2)cc1	-0.8	-3.1	-1.7	-4.5	2.0	-0.6	3.0	-1.5	-0.3	-1.6

One compound at a time, as listed above. Values in the order: Tn6 DDE FP, LEDGF integ inh, ASAP1 GAP inh, ADAM17 inh, Tn7 DDE FP, KLK7 zymogen act, TDP2 absorb, ARFGAP1 inhibitor, ADAM10 inh, PLC-gamma1 inh
Nc1ccc2ncccc2c1N as listed: -1.2, -1.0, 14.8, 2.2, 2.2, 0.4, -5.2, 6.1, -4.5, -36.6
CCC(=O)c1cn(CC(=O)OC)c2ccccc12 as listed: 7.5, 2.5, -2.3, -2.1, 1.0, 0.0, -2.3, -3.6, -0.8, -0.2

Later entries
SMILES	Tn6 DDE FP	LEDGF integ inh	ASAP1 GAP inh	ADAM17 inh	Tn7 DDE FP	KLK7 zymogen act	TDP2 absorb	ARFGAP1 inhibitor	ADAM10 inh	PLC-gamma1 inh
Cc1ccc(CSC2=Nc3ccccc3C3=NC(CCC(=O)NCc4ccco4)C(=O)N23)cc1 (configuration not stated)	-1.1	2.4	3.0	-16.9	4.1	-0.3	-6.3	-0.5	-62.1	-5.7
CC(C)C1C(c2ccccc2)NC(c2ccccc2)CC1(O)c1ccc(F)cc1 (configuration not stated)	3.0	2.5	-9.9	5.6	3.8	0.6	0.1	-3.0	8.7	1.9
CCOCCCNc1c2c(nc3cc(-c4ccc(F)cc4)nn13)CCC2	-3.1	3.2	1.6	-0.4	-3.6	0.5	-3.1	3.3	-5.7	-4.4
CC(=O)Nc1ccc(NC(=O)CSc2ccc(-c3cccnc3)nn2)cc1	-3.1	-1.2	4.7	-8.4	3.0	0.1	4.6	-3.4	-9.4	-1.4
COc1ccccc1NS(=O)(=O)c1cccc(C(=O)NCC(c2ccco2)N(C)C)c1 (configuration not stated)	10.4	-1.0	-1.7	-4.6	14.4*	-0.5	6.8	11.2	-8.5	-8.1
CC(CCc1ccccc1)NC(=O)CSc1ccccn1 (configuration not stated)	-8.3	0.9	16.8	-0.8	1.0	0.1	2.5	13.1	-0.6	6.0
CCOc1cccc(-c2nnc3sc(-c4cc(OC)c(OC)c(OC)c4)nn23)c1	-0.9	-0.5	9.8	-2.0	-0.4	0.0	-1.0	4.7	-3.8	1.3
CCOC(=O)c1c(C)[nH]c(C(=O)OCc2ccc([N+](=O)[O-])cc2)c1C	-1.8	2.5	3.2	1.9	8.7	0.3	6.9	-10.9	6.9	0.7
COC(=O)C1=C(C)N(Cc2cccc(C(F)(F)F)c2)C(=NCc2ccc(C(F)(F)F)cc2)NC1c1ccccc1 (configuration not stated)	-2.2	2.0	-1.6	-2.7	7.5	0.1	-3.0	-8.8	-11.2	-1.1
COc1ccccc1NC(=O)C1=C(C)Nc2nnnn2C1c1cccc(C)c1 (configuration not stated)	-3.4	2.2	-4.7	2.0	1.4	0.1	10.4	3.1	1.1	2.2
CCOc1ccc(NC(=O)NCc2ccc3c(c2)OCO3)cc1	-3.8	-7.3	-1.8	-4.5	2.1	-0.7	-5.3	11.9	-9.6	9.5*
Cc1cccc(C)c1NC(=O)CNC(=O)C(C)NC(C)c1ccccc1Br (configuration not stated)	10.0	2.0	-15.4	-3.3	1.4	0.4	-1.4	7.7	-13.1	0.4
O=C(C1CCCCC1)N1C[C@H](n2cc(-c3ccc(F)cc3)nn2)[C@@H](O)C[C@@H]1c1ccc(Cl)cc1	-5.9	-2.9	-7.3	3.5	-4.3	0.3	-3.2	11.9	8.9	4.7
O=C(O)C1CCCCC1C(=O)NCCCc1ccccc1 (configuration not stated)	-9.6	3.4	8.0	-6.7	0.1	0.2	6.7	3.2	9.3	0.1
COc1ccc(C(C)C)cc1S(=O)(=O)N1CCC(C(=O)NCc2cccnc2)CC1	-6.1	1.1	-3.3	-6.0	4.2	0.1	-4.1	8.9	-2.0	6.4
COC(=O)CSc1nc2ccc(NC(=O)c3ccccc3C(=O)N3CCOCC3)cc2s1	-0.2	-4.8	8.6	-4.6	-2.2	-0.1	-2.5	9.2	-12.3	-7.1
Nc1ccc(OCc2ccco2)cc1	1.2	-7.6	-5.4	-1.6	-5.2	-0.2	-22.3	12.0	-10.0	-3.2
S=c1nc(-c2ccco2)[nH][nH]1	4.6	-1.9	1.1	-2.6	4.2	-0.1	3.6	-11.4	-2.8	-1.0
Cc1ccc(C2=NNC(=O)C(c3ccc(Cl)cc3)C2)cc1 (configuration not stated)	3.2	-2.1	-17.1	0.2	5.6	0.6	6.9	-10.2	7.9	0.8
O=C(Nc1ccc(F)cc1)c1cc(-c2ccccc2)no1	-1.1	2.8	6.3	-1.3	0.4	0.6	5.2	6.9	3.8	-0.9

Quoted from the listing.
Result of O=C(C1CCCCC1)N1C[C@H](n2cc(-c3ccc(F)cc3)nn2)[C@@H](O)C[C@@H]1c1ccc(Cl)cc1 under ADAM17 inh: 3.5
Result of O=C(Nc1ccc(F)cc1)c1cc(-c2ccccc2)no1 under ASAP1 GAP inh: 6.3
Result of S=c1nc(-c2ccco2)[nH][nH]1 under LEDGF integ inh: -1.9
Result of O=C(O)C1CCCCC1C(=O)NCCCc1ccccc1 (configuration not stated) under ADAM17 inh: -6.7
Result of CCOc1ccc(NC(=O)NCc2ccc3c(c2)OCO3)cc1 under ADAM10 inh: -9.6

(next part)
SMILES	Tn6 DDE FP	LEDGF integ inh	ASAP1 GAP inh	ADAM17 inh	Tn7 DDE FP	KLK7 zymogen act	TDP2 absorb	ARFGAP1 inhibitor	ADAM10 inh	PLC-gamma1 inh
O=C(N/N=C/C1CC=CCC1)c1cc2ccccc2cc1O (configuration not stated)	2.4	-0.9	1.6	-2.3	0.8	-1.3	2.1	2.6	-0.9	-59.5
O=C(O)c1ccccc1NS(=O)(=O)c1ccc(NN=Cc2cccc(Cl)c2)c([N+](=O)[O-])c1	-9.8	1.7	-10.8	1.7	-9.3	-0.7	-6.0	-5.7	-1.4	2.9
CCOC(=O)c1cnc2c(C)cccc2c1NCCCN1CCOCC1	1.2	-5.4	11.0	-5.9	9.0	0.1	-4.1	7.2	-11.0	0.8
COC(=O)c1ccc2nc(C(F)(F)F)[nH]c2c1	7.3	1.5	-6.6	-1.2	-0.4	-0.2	11.6	8.6	3.8	3.6

From PubChem BioAssay
